Screens: PubChem, several laboratories
GRK2 inh – compounds blocking aptamer binding on GRK2 – biochemical, human GRK2, bead flow cytometry, HTS, primary screen; FAM-aptamer displacement from GRK2; actives 0.59% (n = 330,000); AID 488847, 2010; inhibition of aptamer binding, % at 10 µM; Beta-adrenergic receptor kinase 1 (Homo sapiens), P25098;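 active = inhibition of aptamer binding above 40%, roughly 3 SD of noise, on plates passing a quality check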;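 note: median bead fluorescence of bound FAM aptamer so fluorescent compounds give negative values; no value below 0 was filed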
Target sequence (P25098 whole entry, looked up): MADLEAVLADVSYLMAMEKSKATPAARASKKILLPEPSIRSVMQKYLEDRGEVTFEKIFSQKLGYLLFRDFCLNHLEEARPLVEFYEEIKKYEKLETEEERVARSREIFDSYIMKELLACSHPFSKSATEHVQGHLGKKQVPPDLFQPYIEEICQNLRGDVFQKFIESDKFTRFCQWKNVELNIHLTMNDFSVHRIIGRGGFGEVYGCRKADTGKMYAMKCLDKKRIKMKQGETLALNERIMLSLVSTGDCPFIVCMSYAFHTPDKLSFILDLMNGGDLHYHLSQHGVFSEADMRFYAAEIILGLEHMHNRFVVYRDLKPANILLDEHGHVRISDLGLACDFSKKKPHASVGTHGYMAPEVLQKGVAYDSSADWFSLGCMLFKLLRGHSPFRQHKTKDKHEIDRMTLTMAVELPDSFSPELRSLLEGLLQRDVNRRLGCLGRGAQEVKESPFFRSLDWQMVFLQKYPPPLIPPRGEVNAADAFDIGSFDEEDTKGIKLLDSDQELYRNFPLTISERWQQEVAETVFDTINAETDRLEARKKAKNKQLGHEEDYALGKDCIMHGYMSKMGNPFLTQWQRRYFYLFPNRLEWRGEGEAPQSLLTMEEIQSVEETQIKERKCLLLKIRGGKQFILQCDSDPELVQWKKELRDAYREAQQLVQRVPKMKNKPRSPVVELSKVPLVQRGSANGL
MEP2 TOR yeast – modulators of MEP2-GFP levels in yeast, primary screen, S. cerevisiae, multiplex flow cytometry, MLPCN library | S. cerevisiae MEP2-GFP strain, 3 h; 100% = DMSO control level | actives 0.51% (n = 330,000) | GFP response vs DMSO, % at 10 µM;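 active = GFP response versus DMSO above a set limit, roughly screen mean plus 3 SD, cut at about 180% in these data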;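 note: median GFP fluorescence of the barcode-gated MEP2-GFP cells per well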
CIT2-GFP yeast – modulators of CIT2-GFP expression in yeast, primary screen, S. cerevisiae, GFP fusion, multiplex flow cytometry, MLPCN library | S. cerevisiae CIT2-GFP strain, 3 h; 100 means same as DMSO wells | GFP response vs DMSO, % at 10 µM | actives 0.065% (n = 320,000) | AID 2029, 2009;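 active = GFP response relative to DMSO above a set limit, near the screen mean plus 3 SD, cut at about 150% in these data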;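 note: ratio of well median GFP fluorescence to mean of DMSO wells on the plate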
VLA-4 inh – inhibition in human VLA-4 binding assay, primary screen, VLA-4 allosteric modulator project, MLPCN library, flow cytometry, VLA-4 expressing cells; Integrin alpha-4 (Homo sapiens), P13612; ligand binding flow cytometry; inhibition, % (about 7 µM as worked out from the volumes in the protocol); actives 0.2% (n = 330,000); in the data active = inhibition above about 50%
AGP1 TOR yeast – modulators of AGP1-GFP expression in yeast TOR pathway, primary screen, cell-based, multiplex flow cytometry, S. cerevisiae, MLPCN library; 3 h; GFP as percent of DMSO wells; GFP response vs DMSO, % at 10 µM; actives 0.02% (n = 320,000);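 active = GFP response relative to DMSO above a set limit, near screen average plus 3 SD, cut at about 150% in these data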;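 note: median GFP channel fluorescence of the gated AGP1 strain per well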
LAP4-GFP MLPCN – modulators of LAP4-GFP expression in yeast, primary screen, S. cerevisiae, multiplex flow cytometry, MLPCN library. actives 0.34% (n = 320,000). 3 h; median GFP as percent of DMSO wells. GFP response vs DMSO, % at 10 µM;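 active = GFP response vs DMSO above a set limit, about the screen mean plus 3 SD, cut at about 150% in these data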
RPL19A-GFP yeast – RPL19A-GFP expression modulators in yeast, primary screen, cell-based, S. cerevisiae, multiplex flow cytometry, MLPCN | S. cerevisiae RPL19A-GFP strain, 3 h; active compounds read low | percent response vs DMSO, % at 10 µM | actives 0.3% (n = 330,000) | AID 2025, 2009;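 active = percent response vs DMSO below 50%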;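 note: median channel GFP fluorescence of the barcoded RPL19A-GFP strain; ratio of sample median GFP to plate DMSO average so 100% = DMSO; lower means less RPL19A-GFP as with rapamycin TOR inhibition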
JMJD2C inh – inhibitors of GASC-1 histone demethylase, primary screen, biochemical, fluorescence, DELFIA europium | GST-JMJD2C(1-420) H3K9me3 demethylation | inhibition, % at 2.35 µM | Lysine-specific demethylase 4C (Homo sapiens), Q9H3R0 | actives 0.069% (n = 330,000) | AID 2099, 2009;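 active = more than half of a compound's replicate wells show inhibition beyond 50%, single wells judged on their own value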;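 note: signal counts dimethyl H3K9 product captured on neutravidin plate; 0% = median of DMSO wells and 100% = 0.3 times that DMSO median; strong numbers were not always called active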
Target sequence (Q9H3R0 1-420 limits assumed): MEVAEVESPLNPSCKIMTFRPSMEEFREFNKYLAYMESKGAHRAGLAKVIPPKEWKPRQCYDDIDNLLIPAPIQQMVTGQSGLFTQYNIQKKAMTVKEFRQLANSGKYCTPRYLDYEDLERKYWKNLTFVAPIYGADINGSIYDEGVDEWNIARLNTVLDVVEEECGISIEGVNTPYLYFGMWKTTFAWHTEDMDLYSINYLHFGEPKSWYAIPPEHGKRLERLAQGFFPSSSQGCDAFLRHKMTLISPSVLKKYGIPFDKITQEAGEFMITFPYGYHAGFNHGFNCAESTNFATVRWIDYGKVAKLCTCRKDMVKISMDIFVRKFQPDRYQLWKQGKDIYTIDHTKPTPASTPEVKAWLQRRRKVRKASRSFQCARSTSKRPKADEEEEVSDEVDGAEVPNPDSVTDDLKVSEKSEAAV
The depositor's hits bear a star; i = inactive; · = no result given; & = joins results of further samples.

GRK2 inh | MEP2 TOR yeast | CIT2-GFP yeast | VLA-4 inh | AGP1 TOR yeast | LAP4-GFP MLPCN | RPL19A-GFP yeast | Structure | JMJD2C inh
3 | 101 | 96 | 1 | 99 | 103 | 97 | CCOc1ncccc1C(=O)Nc1c(C)n(C)n(-c2ccccc2)c1=O | -2
4 | 98 | 100 | 5 | 92 | 104 | 104 | CCCCn1nnc(NC(=S)NC(=O)c2ccc(OCC)c([N+](=O)[O-])c2)n1 | -5
0 | 103 | 100 | -8 | 98 | 95 | 98 | Cc1sc2nc(CN(CCc3ccccc3)C(=O)c3ccco3)[nH]c(=O)c2c1C | ·
9 | 103 | 99 | 9 | 93 | 102 | 100 | CCNC(=O)c1cc2c(=O)n3cccc(C)c3nc2n(CCc2ccccc2)c1=N | 5
0 | 103 | 97 | -4 | 113 | 113 | 99 | CNC(=O)c1ccsc1NC(=O)C1CCN(S(=O)(=O)c2ccc(Cl)s2)CC1 | 5
0 | 97 | 90 | 0 | 100 | 100 | 100 | Cc1ccc(CN(C)C(=O)c2cccc(S(=O)(=O)N3CCCC3)c2)cc1 | 10
0 | 117 | 97 | -3 | 99 | 110 | 101 | Cc1c(C(=O)OC(C)C)nnn1-c1nonc1N | 2
0 | 98 | 94 | 11 | 104 | 110 | 97 | O=c1c2ccccc2ncn1Cc1nc2ccccc2s1 | -6
3 | 103 | 109 | 5 | 103 | 101 | 103 | CCc1nnc(NS(=O)(=O)c2ccc(N3C(=O)C4CC=C(Cl)CC4C3=O)cc2)s1 (stereo unspecified) | 2
0 | 108 | 96 | 3 | 100 | 95 | 106 | O=C(CNC(=O)c1cccs1)c1ccc(Br)cc1 | 3
0 | 106 | 102 | 14 | 97 | 93 | 97 | C[C@@H](O)c1nc2ccccc2n1N | -10
0 | 104 | 102 | 2 | 98 | 98 | 100 | Cc1ccccc1C(=O)N1CCN(c2ncccn2)CC1 | -5
0 | 106 | 100 | -17 | 99 | 102 | 103 | COc1ccc(C(O)C(CC(=O)NCCCOC(C)C)C(=O)NCCCOC(C)C)cc1OC (stereo unspecified) | 3
1 | 97 | 84 | 22 | 83 | 87 | 99 | CC1CCC(NC(=O)CN2C(=O)c3ccccc3S2(=O)=O)CC1 (stereo unspecified) | 7
2 | 99 | 85 | -11 | 96 | 100 | 91 | Cc1ccc(NC(=O)CSc2nnc(-c3ccccn3)n2N)cc1F | 7
0 | 104 | 109 | 20 | 105 | 108 | 101 | CSC1=NCCN1C(=O)Cc1ccc(F)cc1 | 0
1 | 88 | 85 | 3 | 91 | 106 | 100 | COc1cccc(C(=O)O/N=C2\CCS(=O)(=O)c3sccc32)c1 | 11
6 | 104 | 95 | 12 | 104 | 107 | 99 | CCOc1ccc(NC(=O)CSc2nnc(C(C)C)n2CC)cc1 | -14
1 | 93 | 96 | 5 | 100 | 95 | 102 | CC1(C)CC(=O)C(C=NCCN2CCN(C(=S)Nc3ccc(F)cc3)CC2)=C(O)C1 | 6
0 | 96 | 101 | 9 | 103 | 94 | 99 | COC(=O)c1cc(-c2ccccc2)n(CC(=O)O)c1C | -2

The list goes on:
GRK2 inh | MEP2 TOR yeast | CIT2-GFP yeast | VLA-4 inh | AGP1 TOR yeast | LAP4-GFP MLPCN | RPL19A-GFP yeast | Structure | JMJD2C inh
0 | 106 | 94 | 1 | 95 | 88 | 102 | NC(=O)NC(CC(=O)NCc1ccc2c(c1)OCO2)c1ccccc1Cl (stereo unspecified) | -10
2 | 108 | 104 | -3 | 103 | 99 | 103 | Cc1ccc(NC(=O)C2=COCCO2)cc1S(=O)(=O)N1CCOCC1 | 20
0 | 108 | 101 | 0 | 113 | 114 | 105 | Cc1cc(C)cc(NS(=O)(=O)c2cc(Br)cnc2N)c1 | -18
4 | 93 | 102 | -22 | 98 | 98 | 97 | O=C(Nc1ccc(F)c(F)c1)c1cccnc1 | -17
1 | 96 | 100 | 2 | 102 | 89 | 100 | COc1ccc(NC(=S)N2CCN(c3ccccc3)CC2)c(OC)c1 | -6
0 | 102 | 103 | 10 | 94 | 89 | 102 | CCCCc1n[nH]c(=S)n1Cc1ccc(C)cc1 | 10
0 | 89 | 91 | -6 | 88 | 87 | 92 | N/C(COc1cccc(Cl)c1)=N\NS(=O)(=O)c1ccccc1 | -14
3 | 101 | 99 | 15 | 100 | 97 | 97 | O=S(=O)(c1ccc(-c2csc(-c3cccnc3)n2)cc1)N1CCCC1 | -1
0 | 103 | 98 | 12 | 99 | 111 | 107 | CC(O)[C@H]1CC[C@H]2[C@@H]3CC[C@H]4C[C@@H](O)CC[C@]4(C)[C@H]3/C(=N/O)C[C@]12C (stereo partly specified) | 2
1 | 113 | 102 | 1 | 103 | 99 | 108 | CCC(C(=O)NC(C)(C)C)N(Cc1ccccc1Cl)C(=O)c1snc(C(N)=O)c1N (stereo unspecified) | 0
2 | 98 | 99 | -3 | 100 | 103 | 96 | COc1ccc(N(CCCN2C(=O)c3cccc4cccc(c34)C2=O)C(=O)c2cccnc2)cc1 | 21
1 | 96 | 92 | 9 | 100 | 98 | 99 | COc1cc(C)c(Br)cc1S(=O)(=O)NCCN1CCOCC1 | 1
0 | 94 | 89 | 9 | 96 | 98 | 97 | COc1cc(C2C=C(C34CC5CC(CC(C5)C3)C4)NC(=S)N2)cc(OC)c1OC (stereo unspecified) | 16
4 | 103 | 97 | 10 | 100 | 93 | 102 | COC(=O)CCCC1=CC2=CC(=O)C(C)(OC(=O)c3cccs3)C(=O)C2=CN1CCc1c[nH]c2ccccc12 (stereo unspecified) | -7
3 | 95 | 92 | 3 | 92 | 91 | 102 | O=C(Nc1ccccc1[N+](=O)[O-])c1ccc(S(=O)(=O)N2CCCC2)cc1 | -19
3 | 103 | 99 | 12 | 104 | 98 | 102 | CC(C)CN(C(=O)COC(=O)CCc1c[nH]c2ccccc12)C1CCS(=O)(=O)C1 (stereo unspecified) | 2
0 | 114 | 116 | -1 | 104 | 96 | 100 | Cc1noc(C)c1COC(=O)c1cc(S(=O)(=O)N2CCOCC2)ccc1Cl | -5
1 | 99 | 95 | 16 | 101 | 97 | 101 | OCCOCCNc1ncnc2nc[nH]c12 | -3
0 | 100 | 96 | 12 | 92 | 87 | 100 | CCCCN(C)CCC(=O)Nc1ccc(Cl)cc1 | 1
0 | 103 | 94 | -12 | 98 | 115 | 102 | CSc1ccccc1NC(=O)COC(=O)c1ccc(-n2nc(C)cc2C)cc1 | 6

Single records, as listed above. Order of screens: GRK2 inh, MEP2 TOR yeast, CIT2-GFP yeast, VLA-4 inh, AGP1 TOR yeast, LAP4-GFP MLPCN, RPL19A-GFP yeast, JMJD2C inh
Cc1cc(C)cc(NS(=O)(=O)c2cc(Br)cnc2N)c1 reads 0, 108, 101, 0, 113, 114, 105, -18
O=S(=O)(c1ccc(-c2csc(-c3cccnc3)n2)cc1)N1CCCC1 reads 3, 101, 99, 15, 100, 97, 97, -1

Other entries follow:
GRK2 inh | MEP2 TOR yeast | CIT2-GFP yeast | VLA-4 inh | AGP1 TOR yeast | LAP4-GFP MLPCN | RPL19A-GFP yeast | Structure | JMJD2C inh
5 | 106 | 105 | 0 | 115 | 145 | 100 | CCOc1ccc(NC(=O)COC(=O)CN2CCCCCC2=O)cc1 | 3
0 | 93 | 89 | 1 | 91 | 90 | 96 | Cc1coc2cc3oc(=O)c(CCC(=O)O)c(C)c3cc12 | 6
1 | 111 | 100 | -1 | 105 | 96 | 103 | COc1ccccc1/C=N/NC(=O)c1cccc(NC(=O)c2ccccc2C)c1 | 0
2 | 96 | 96 | 9 | 93 | 91 | 92 | Cn1ccnc1SCc1cc(=O)[nH]c2ccccc12 | 5
0 | 101 | 100 | 25 | 93 | 89 | 101 | Nc1nc(SCC(=O)NCc2ccc(F)cc2)[nH]c(=O)c1NC(=O)c1ccc(Cl)cc1 | -3
1 | 106 | 98 | 9 | 104 | 95 | 109 | Cc1ccc(CC(=O)NC2CCCc3ccccc32)cc1C (stereo unspecified) | 7
0 | 96 | 98 | -20 | 95 | 100 | 92 | CC1CN(C(=O)c2cc(Br)c(Br)s2)CC(C)O1 (stereo unspecified) | -9
0 | 101 | 104 | 2 | 100 | 104 | 99 | c1ccc(-c2nnc(SCc3nc4ccccc4[nH]3)n2Cc2ccco2)nc1 | -26
0 | 86 | 68 | 1 | 76 | 98 | 90 | Cc1ccc2c(c1)C1C=CCC1C(C(=O)NCCCN1CCOCC1)N2 (stereo unspecified) | -18
0 | 95 | 92 | 22 | 93 | 90 | 97 | CC(=O)c1cccc(N(CC(=O)NCC2CCCO2)C(=O)CCC(=O)Nc2cc(C)on2)c1 (stereo unspecified) | 9&24
0 | 102 | 91 | 23 | 100 | 98 | 95 | O=C(NCc1ccccc1)C1=C[C@@H](c2coc3ccccc3c2=O)C[C@@H](OCc2ccc(CO)cc2)O1 | 2
0 | 106 | 104 | 6 | 99 | 101 | 102 | Cc1cc2nc(-c3ccco3)cc(C(F)(F)F)n2n1 | -3
1 | 96 | 100 | 3 | 100 | 92 | 102 | C/C(=N\NC(=O)CCc1c[nH]c2ccccc12)c1cccc([N+](=O)[O-])c1 | 98
1 | 99 | 95 | -13 | 96 | 97 | 99 | CC(C)(C)[C@H]1C=C(C(=O)O)O[C@@H](OCc2ccc(CO)cc2)C1 | 14
0 | 111 | 105 | i | 108 | 107 | 99 | CCOc1ccc2nc3cc(NCc4ccc(OC)cc4)ccc3c(N)c2c1 | -10
1 | 101 | 101 | 7 | 103 | 93 | 97 | CCCNC(=O)NC(=O)COC(=O)/C=C/c1cc(Br)ccc1F | -11
0 | 102 | 101 | 1 | 102 | 106 | 106 | Cc1cc(NC(=O)CSc2nccn2C)no1 | 0
5 | 111 | 104 | 18 | 101 | 104 | 101 | CCN1CCN(C(=O)/C=C\C(=O)O)CC1 | 0
2 | 109 | 109 | -5 | 106 | 99 | 110 | CC1=C(C)Cc2c(OC(=O)c3ccccc3)ccc(OC(=O)c3ccccc3)c2C1 | -16
1 | 104 | 99 | 1 | 105 | 104 | 98 | CCN(CC)S(=O)(=O)c1ccc(N2CCOCC2)c(NC(=O)c2ccc(N3CCCC3=O)cc2)c1 | -1

More structures.
GRK2 inh | MEP2 TOR yeast | CIT2-GFP yeast | VLA-4 inh | AGP1 TOR yeast | LAP4-GFP MLPCN | RPL19A-GFP yeast | Structure | JMJD2C inh
2 | 95 | 107 | 2 | 111 | 106 | 99 | Cc1ccc(NC(=O)C2CCN(S(=O)(=O)c3ccc4c(c3)OCCCO4)CC2)nc1 | -2
0 | 104 | 102 | 2 | 109 | 103 | 100 | O=C(C[C@H]1C/C=C\CCC(=O)O[C@@H](c2ccccc2)CNC1=O)NCCO | ·
0 | 103 | 109 | -28 | 105 | 100 | 102 | COc1ccc(Cl)cc1NS(=O)(=O)c1c(C)nc2sccn2c1=O | 53
0 | 86 | 105 | 4 | 101 | 104 | 101 | COc1cccc(NC(=O)CSc2nc3c(c(-c4ccco4)c2C#N)CCCC3)c1 | -1
2 | 96 | 95 | 15 | 102 | 106 | 98 | CCC(=O)OC1(C#CCOc2ccc(OC)cc2)CCN(C)CC1 | -11
0 | 96 | 81 | -7 | 92 | 111 | 96 | Cc1ccc(C(=O)N/C(=C\c2cccs2)C(=O)NCCCn2ccnc2)cc1C | -18
0 | 104 | 111 | 0 | 109 | 109 | 101 | CC1(C)CC(NCCC(c2ccccc2)c2ccco2)CCO1 (stereo unspecified) | -10

Rows were taken by chance, and some 1.7% of all compounds hit somewhere here.
